Source: PubChem
RAD52 inh: inhibitors of human RAD52 DNA annealing; inhibition, % at 18.7 µM; P43351; actives 0.46% (n = 360,000); recombinant RAD52 DNA annealing, FRET fluorescence;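 active = every replicate showing at least 50% inhibition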
E-sel inducer: induces E-selectin expression in human endothelial cells | HUVEC E-selectin immunofluorescence imaging; normalized: neutral wells 0, TNF-alpha wells 100 | P16581 | activation, % at 7.58 µM | AID 686992 | actives 0.37% (n = 260,000);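 active = mean E-selectin-positive cell signal at least 10% of the positive control, reached in at least 60% of replicates, without over 20% cell loss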;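 also: in these data hits start at about 27%; measured in HUVEC primary endothelial cells; signal is the percent of cells scored E-selectin positive by PE staining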
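Material: HUVEC primary endothelial cells; Amount: 3,000 cells per well; Dosing: single concentration; Medium: EGM-2 growth medium on 0.1% gelatin-coated wells; Read-out basis: percent E-selectin-positive cells; Signal: immunofluorescence imaging; Control set: TNF-alpha, DMSO.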
ERAP1 HTS inh: inhibitors of human ERAP1 aminopeptidase; recombinant ERAP1, Leu-AMC fluorescence, 60 min; inhibition, % at 10.7 µM; actives 0.15% (n = 340,000); AID 652197;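 active = mean replicate inhibition of at least 30%, or all replicates individually reaching that 30% level; inactive = mean below 30% and not every replicate reaching it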;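 also: 0% = neutral control wells and 100% = L-leucinethiol positive control wells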
Target sequence (Q9NZ08 whole entry, looked up): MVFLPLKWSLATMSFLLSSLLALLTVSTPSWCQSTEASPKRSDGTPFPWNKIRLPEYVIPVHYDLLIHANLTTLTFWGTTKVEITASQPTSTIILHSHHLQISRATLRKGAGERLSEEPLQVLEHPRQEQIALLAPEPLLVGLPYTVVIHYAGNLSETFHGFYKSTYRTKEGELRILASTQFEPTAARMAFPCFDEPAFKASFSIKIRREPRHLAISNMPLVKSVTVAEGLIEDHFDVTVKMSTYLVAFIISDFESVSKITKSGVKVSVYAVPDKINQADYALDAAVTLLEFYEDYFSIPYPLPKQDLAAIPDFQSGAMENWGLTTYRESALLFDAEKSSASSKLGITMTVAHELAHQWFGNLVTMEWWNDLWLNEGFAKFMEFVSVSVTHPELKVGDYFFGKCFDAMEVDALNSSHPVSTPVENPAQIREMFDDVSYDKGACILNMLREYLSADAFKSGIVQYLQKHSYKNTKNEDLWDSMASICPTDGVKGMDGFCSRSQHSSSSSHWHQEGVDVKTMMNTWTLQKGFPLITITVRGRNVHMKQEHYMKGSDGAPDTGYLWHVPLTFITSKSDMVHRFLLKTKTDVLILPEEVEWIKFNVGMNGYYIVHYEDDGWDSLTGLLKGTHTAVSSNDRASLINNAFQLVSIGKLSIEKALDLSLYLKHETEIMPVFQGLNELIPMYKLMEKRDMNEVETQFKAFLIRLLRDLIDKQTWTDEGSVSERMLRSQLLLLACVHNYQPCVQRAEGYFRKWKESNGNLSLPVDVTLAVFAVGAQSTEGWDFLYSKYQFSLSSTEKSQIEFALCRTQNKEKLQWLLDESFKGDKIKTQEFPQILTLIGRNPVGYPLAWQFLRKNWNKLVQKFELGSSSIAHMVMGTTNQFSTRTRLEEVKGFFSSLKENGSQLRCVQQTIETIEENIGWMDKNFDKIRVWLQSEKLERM
S100A4 inh HTS: blocks human S100A4 binding to myosin IIA peptide; P26447; S100A4/TAMRA-MyoIIA peptide fluorescence polarization; inhibition, % at 10.7 µM; actives 0.14% (n = 360,000); AID 652163;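 active = mean inhibition of at least 70% across replicates, with every replicate also reaching that level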
Target sequence (P26447 whole entry, looked up): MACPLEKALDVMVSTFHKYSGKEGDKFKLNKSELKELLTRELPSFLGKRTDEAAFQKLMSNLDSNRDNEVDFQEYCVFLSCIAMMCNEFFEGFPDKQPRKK
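Material: S100A4 monomer (human). Medium: Calcium-containing HEPES buffer, pH 7.2. Probe or stimulus: labelled myosin peptide probe, 5 nM. Compound dosing: one concentration per compound. Timing: polarization read 5 min after assay mix addition, stable 5–60 min. Benchmarks: DMSO as neutral control, TFP as positive control.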
ERp5 block: blocks human ERp5 reductase activity on insulin. Q15084. ERp5 insulin aggregation, absorbance 650 nm, 90 min. inhibition, % at 9.99 µM. actives 0.05% (n = 350,000). AID 651711;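 active = mean replicate inhibition above about 25%, with every replicate also reaching it, limit read from the data, passing the limit was not always enough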
RAD54 branch: inhibitors of human RAD54 branch migration; actives 0.14% (n = 360,000); inhibition, % at 10.4 µM; Q92698; AID 602329; RAD54 Holliday junction branch migration, FAM/BHQ fluorescence;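 active = mean normalized replicate activity at least 40 and at least half of replicates scoring 40 or more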;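 also: 0% = median of neutral control wells and 100% = median of positive control wells; inhibitors cause a drop in the FAM fluorescence signal; in these data hits start at about 50%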
esBAF inh: SWI/SNF esBAF complex inhibition; AID 602393; reporter increase, % at 12.5 µM; actives 2% (n = 350,000); mouse ES cells, Bmi1-luciferase knock-in reporter, 24 h; 100% = twice the neutral-well signal; in the data active = activation above about 40%;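 also: 0% = median of the plate's neutral control wells and 100% = double that signal; a rise in the Bmi1 reporter signal indicates esBAF inhibition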
Xi reactivation: reactivates the inactive X chromosome in mouse fibroblasts. actives 0.055% (n = 360,000). AID 743238. activation, % at 7.58 µM. XiGFP mouse fibroblasts, % GFP-positive cells imaging, 3 d; cells co-treated with 5-aza-dC sensitizer; scaled so ellipticine positive control = 100%;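 active = mean normalized replicate activation at least 10% and every replicate at or above 10%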;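 also: 0% = median of on-plate neutral control wells and 100% = ellipticine 6 µM median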
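System: 68-5-11 XiGFP fibroblast line | Buffer or medium: DMEM containing 5-aza-dC | Compound: Single point | Times: Compounds 3 days, fix/stain 15 min at room temperature | Benchmarks: Positive control ellipticine, 6 µM final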
The depositor's hits bear a star; . = no result given; & = joins results of further samples.

Compound | RAD52 inh | E-sel inducer | ERAP1 HTS inh | S100A4 inh HTS | ERp5 block | RAD54 branch | esBAF inh | Xi reactivation
Cc1cccc(C)c1-n1nnnc1C(c1cccc2ccccc12)N1CCC(n2c(=O)[nH]c3ccccc32)CC1 (configuration not stated) | -6 | 0.4 | . | -5 | -2 | -6 | -5 | 0.1
COc1cc2c3cc1Oc1c(OC)c(OC)cc4c1[C@H](Cc1ccc(cc1)Oc1cc(ccc1O)C[C@H]3N(C)CC2)N(C)CC4 | 58* | -0.1 | 13 | 0 | -6 | 16 | -1 | 0.2
COC1CC2C=C(C)C=CC=CC(=O)NC(c3ccccc3)CC=CCCC(O)CC(=O)C2=C1O (configuration not stated) | -36 | -0.3 | 0 | 6 | 2 | . | . | 0.9
O=C(Cc1ccccc1)N1CCCCN2[C@H](C1)[C@@H](c1ccc(C#Cc3ccccc3)cc1)[C@@H]2CO | -15 | -0.9 | -2 | 4 | 4 | -13 | . | -0.1
COC(=O)[C@H]1[C@H](CO)[C@H]2Cn3c(ccc(-c4ccncc4)c3=O)[C@@H]1N2CCc1ccccc1 | -12 | 0.0 | 1 | 8 | 0 | 5 | 0 | 0.4
COC(=O)C[C@H]1CC[C@H]2NC[C@@H](O)COC[C@@H]2O1 | -21 | -0.1&-0.1 | -3 | -5 | 6 | 12 | 2 | 0.3&0.0
O=c1c2ccccc2nc(Cc2cccc([N+](=O)[O-])c2)n1-c1ccc(O)cc1 | -29 | . | 0 | -11 | -2 | -7 | . | 0.1
N#Cc1ccc(-c2ccc([C@@H]3[C@H]4CN(C(=O)Cc5ccccc5)CCCCN4[C@H]3CO)cc2)cc1 | -13 | -0.8 | -2 | -5 | -3 | 8 | 11 | 0.0
O=[N+]([O-])c1nccn1CC(O)CN1CC1 (configuration not stated) | 41 | -0.2 | 0 | 2 | -3 | . | . | 0.5
FC(F)(F)c1ccccc1N1CC1c1ccncc1 (configuration not stated) | 0 | . | 1 | -5 | 4 | -8 | 9 | 0.2
CCOC(=O)[C@]12Cc3cc(OC)ccc3[C@H]1N(Cc1ccccc1)C(=O)c1ccccc12 | -27 | -0.1 | . | -5 | -1 | 3 | -3 | 0.0
CCN(CC)C(=O)c1ccc(NC(=O)c2sccc2-c2ccccc2)cc1 | -3 | -3.3 | 0 | -2 | -5 | -8 | 7 | 0.0

Rewritten with two lines to a compound: five of the compounds above.
Under each structure – RAD52 inh, E-sel inducer, ERAP1 HTS inh, S100A4 inh HTS, ERp5 block, RAD54 branch, esBAF inh, Xi reactivation
> FC(F)(F)c1ccccc1N1CC1c1ccncc1 (configuration not stated)
  0, ., 1, -5, 4, -8, 9, 0.2
> O=C(Cc1ccccc1)N1CCCCN2[C@H](C1)[C@@H](c1ccc(C#Cc3ccccc3)cc1)[C@@H]2CO
  -15, -0.9, -2, 4, 4, -13, ., -0.1
> COc1cc2c3cc1Oc1c(OC)c(OC)cc4c1[C@H](Cc1ccc(cc1)Oc1cc(ccc1O)C[C@H]3N(C)CC2)N(C)CC4
  58*, -0.1, 13, 0, -6, 16, -1, 0.2
> Cc1cccc(C)c1-n1nnnc1C(c1cccc2ccccc12)N1CCC(n2c(=O)[nH]c3ccccc32)CC1 (configuration not stated)
  -6, 0.4, ., -5, -2, -6, -5, 0.1
> COC(=O)C[C@H]1CC[C@H]2NC[C@@H](O)COC[C@@H]2O1
  -21, -0.1&-0.1, -3, -5, 6, 12, 2, 0.3&0.0

Additional structures.
Compound | RAD52 inh | E-sel inducer | ERAP1 HTS inh | S100A4 inh HTS | ERp5 block | RAD54 branch | esBAF inh | Xi reactivation
CS(=O)(=O)NNP(=O)(NNS(C)(=O)=O)NC(=O)c1ccc(Br)cc1 | -10 | . | 2 | 8 | -1 | -8 | -4 | -0.1
CC12CC[C@H]3[C@@H](CCC4(O)C[C@H](O)CCC34/C=N/NC(=O)c3ccccc3[N+](=O)[O-])C1(O)CCC2C1=CC(=O)OC1 (some centres not stated) | -7 | 0.8 | 0 | -7 | -1 | -3 | -6 | 0.0
O=C(CN1CCOCC1)c1ccc2cc[nH]c2c1 | -17 | 2.7 | 4 | -3 | 1 | -3 | -1 | 0.1
CC=Cc1ccc2n(c1=O)C[C@H]1[C@H](CO)[C@@H](C(=O)OC)[C@@H]2N1CC1CC1 (mixture of isomers) | 3 | -0.2 | 0 | 7 | -8 | -9 | 0 | 0.0
CN(C)c1ccc(/C=C2/C(=N\O)C3CCN2CC3)cc1 | -4 | . | 0 | 0 | 0 | -3 | . | 0.0
CCCN(CCC)C1CCc2ccc(O)cc2C1 (configuration not stated) | -6 | 2.9 | -1 | -1 | -5 | -3 | 2 | -0.1
COC(=O)C1=C(c2ccc(F)cc2F)C[C@@H]2CC[C@H]1N2C(=O)NCc1ccc(F)cc1 | -6 | -0.1 | -6 | 1 | 2 | -1 | -7 | 0.0
C[C@]12CC[C@@H](O)C[C@@H]1CC[C@@H]1[C@@H]2CC[C@]2(C)C(=O)CC[C@@H]12 | -13 | -0.1 | -2 | 3 | -6 | 5 | -5 | 0.0
O=C1NCN(c2ccccc2)C12CCN(C(c1ccccc1)c1nnnn1-c1ccc3c(c1)OCCO3)CC2 (configuration not stated) | -11 | 0.3 | 0 | 13 | 2 | -13 | 1 | -0.1
CC(C)N1OC2CC1c1nc3ccccc3n1C2 (configuration not stated) | -30 | -0.5 | 10 | 12 | -1 | -3 | -4 | 0.0
CC[C@@H](CO)NC(=O)[C@@H]1C=C2c3cccc4c3c(cn4C)C[C@H]2N(C)C1 | -280&-46 | -1.9&-0.2 | 3&1 | 21&-18 | -3&1 | 64* | -6&-3 | 1.7&0.0
COc1cc2c(c(OC)c1OC)-c1ccc(C(=O)O)cc1[C@@H](NC(C)=O)CC2 | . | -0.1 | . | . | . | 5 | -11 | 0.1
O=C1CN=C(c2ccccc2)c2ccccc2N1 | 1 | -0.2 | 3 | -2 | 5 | -9 | -2 | 0.0
CCN1CCN(c2ccc(NC(C)=O)cc2Cl)CC1 | -10 | . | -1 | 0 | 3 | . | . | 0.4
CN1C(=O)C(=Cc2cc([N+](=O)[O-])ccc2N2CCCCC2)C(=O)N(C)C1=O | -11 | . | 9 | 2 | -3 | . | . | 0.0
O=C(NC1CCCCC1)N1Cc2ccc(Br)cc2-n2nncc2C1 | -1 | 0.1 | 0 | 3 | 0 | . | . | 0.1
O=c1[nH]c(=S)n(-c2ccccc2Cl)c(O)c1C=NCCN1CCNCC1 | -17 | . | 2 | -9 | 5 | -10 | -5 | 0.0
COc1ccc(OC)c(CN2CCN(C(=O)Cc3ccccc3)CC2)c1 | -10 | . | -4 | -1 | -2 | -3 | 7 | 0.0
S=C1NC2(CCCCC2)NC12CCCCC2 | -9 | -0.3 | -1 | -5 | 5 | 3 | -7 | 0.1
C=CCN1C[C@@H](C)N(C(c2ccc(C(=O)N(CC)CC)cc2)c2cccc(OC)c2)C[C@@H]1C (some centres not stated) | 5 | 0.1 | -2 | 1 | -7 | -12 | -3 | -0.1
ClCCN(CCCl)c1ccc(C=NNc2ncccn2)cc1 | -8 | 0.1 | -7 | 3 | -10 | 0 | 30 | 0.1
O=c1c2ccccc2nc(-c2ccccc2)n1-c1ccccc1 | -10 | 4.4 | 13 | -2 | 1 | 3 | -2 | 0.4
CCOc1ccccc1OCC(=O)Nc1ccc(Cl)cc1C(=O)c1ccccc1 | -3 | 0.1 | 0 | -2 | -2 | -3 | . | -0.1
O=S(=O)(c1ccc(Cl)cc1)N1Cc2cc(Br)ccc2-n2nncc2C1 | -5 | 0.0 | 1 | -3 | -6 | 5 | 4 | .
CCOP(=O)(OCC)C(O)c1ccc(N(C)C)cc1 (configuration not stated) | -9 | -0.2 | . | -4 | 5 | . | . | 0.1
O=C1NC(=S)NC(=O)C1=Cc1ccc(OCc2ccccc2)cc1 | -18 | 0.1 | 5 | -6 | -4 | -18 | 44* | 0.2
N#CC1(c2ccccc2)CCN(C2CC(=O)N(c3cccc(F)c3)C2=O)CC1 (configuration not stated) | -12 | . | 0 | -4 | 4 | 5 | 4 | 0.0
COC(=O)C1=C(c2cccc(Cl)c2)C[C@@H]2CC[C@H]1N2C(=O)NCC1CC1 | -12 | -0.2 | 0 | 7 | -2 | -1 | 1 | 0.0
Cn1cc(C(=O)OCC(=O)Nc2ccccc2)c2ccccc21 | -13 | -0.2 | 1 | -3 | 5 | 4 | -2 | 0.1
COC(=O)C1=C(c2ccc(Cl)c(C(F)(F)F)c2)C[C@@H]2CC[C@H]1N2C(=O)NCc1cc(C)oc1C(F)(F)F | -41 | -0.1 | -2 | -15 | 4 | 0 | -2 | -0.6
CC(C(=O)Nc1ccc(Cl)cc1Cl)N1CC=C(c2ccccc2)CC1 (configuration not stated) | -27 | 0.4 | 4 | 0 | 2 | . | . | 0.5
O=c1[nH]c(=O)n(-c2ccc(Cl)cc2)c(O)c1C=NCCN1CCCCC1 | -181 | -0.1 | -4 | 4 | -1 | . | -3 | 0.0
CCCC(=O)N(C)C1=Nc2ccc(Cl)cc2C(c2ccccc2)=[N+]([O-])C1 | 0 | -0.1 | 2 | 11 | -2 | . | . | 0.3
O=C(CN1CC(c2ccccc2)CC1=O)Nc1cccc(F)c1 (configuration not stated) | -13 | 0.7 | 1 | -1 | 2 | 1 | -9 | 0.0
COc1ccc(C2CN(C)CC2C(=O)c2ccc(F)cc2)cc1Cl (configuration not stated) | -27 | -0.2 | 2 | 2 | -2 | . | . | 0.0
Cc1cccc(C)c1OC(=O)Cc1ccccc1 | -16 | . | -4 | -4 | 2 | . | -5 | 0.2
CCN1CCN(CC(c2ccccc2)c2ccccc2)CC1 | -16 | . | -5 | 1 | -1 | -3 | -3 | 0.1
N#CC(C#N)=Cc1ccc(O)c(O)c1 | -329 | -0.2 | 2 | -2 | 6 | 2 | -6 | -0.1
CC(=O)NC1=C(N2CC2C)C(=O)C(NC(C)=O)=C(N2CC2C)C1=O (configuration not stated) | -19 | 0.2 | -1 | -8 | 9 | -5 | -21 | -0.1
Cc1ccc2c(c1)C1CN(C)CCC1N2C(=O)/C(C#N)=C/c1ccc2c(c1)OCO2 (configuration not stated) | -23 | 0.4 | 2 | 5 | -1 | . | . | 0.1
Cc1cccc(-n2c(C)nc3ccc(Cl)cc3c2=O)c1 | -8 | 0.0 | . | 3 | -1 | -7 | -5 | 0.6
Cc1ccc2c(CN3CC=C(c4ccccc4)CC3)cc(=O)oc2c1C | 2 | -0.2 | -5 | 1 | 1 | 41 | . | -0.1

Individual results from above:
`N#CC(C#N)=Cc1ccc(O)c(O)c1` in ERAP1 HTS inh reads 2
`CC(=O)NC1=C(N2CC2C)C(=O)C(NC(C)=O)=C(N2CC2C)C1=O` (configuration not stated) in ERAP1 HTS inh reads -1

Not all compounds are listed, so the mix of outcomes need not match the whole.
